HTR5A ag: counter-screen for OPRM1-OPRD1 agonists: human HTR5A agonism. P47898. HTR5A agonist assay, luminescence, cell-based. activation, % at 9.3 µM. 340,000 compounds, 0.61% hits. AID 504692; in the data active means activation mostly above about 9.5%, no sharp cut-off; inactive means mostly below about 7.6%;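 further: 0% = cells with vehicle only and 100% = reference agonist; strong numbers were not always called active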
Target sequence (P47898 whole entry, looked up): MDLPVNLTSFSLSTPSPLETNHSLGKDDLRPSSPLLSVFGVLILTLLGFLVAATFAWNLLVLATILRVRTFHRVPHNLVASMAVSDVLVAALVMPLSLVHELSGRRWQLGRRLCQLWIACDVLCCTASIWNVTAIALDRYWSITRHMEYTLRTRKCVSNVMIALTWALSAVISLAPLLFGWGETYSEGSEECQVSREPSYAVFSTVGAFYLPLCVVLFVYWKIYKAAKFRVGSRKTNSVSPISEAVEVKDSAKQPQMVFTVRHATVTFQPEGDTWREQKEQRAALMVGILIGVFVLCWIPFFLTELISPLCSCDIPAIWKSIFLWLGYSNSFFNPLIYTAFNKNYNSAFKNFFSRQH
PKA-R2B act: PKA-R2B complex activation. 340,000 compounds, 0.079% hits. AID 504700. PKA-R2B holoenzyme dissociation, Cy5-IP20 fluorescence polarization; R2B truncated from residue 108, S112A mutant; 0% DMSO only, 100% 113 µM cGMP. activation, % at 11.4 µM. P22694+P31323;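 active means activation above a cutoff set at the mean over all compounds plus 3 SD, cut at about 18% in these data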;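 further: higher means more holoenzyme dissociation and a rise in polarization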
Target sequence (P31323 whole entry, looked up, other chains not shown, the tested form may be a part): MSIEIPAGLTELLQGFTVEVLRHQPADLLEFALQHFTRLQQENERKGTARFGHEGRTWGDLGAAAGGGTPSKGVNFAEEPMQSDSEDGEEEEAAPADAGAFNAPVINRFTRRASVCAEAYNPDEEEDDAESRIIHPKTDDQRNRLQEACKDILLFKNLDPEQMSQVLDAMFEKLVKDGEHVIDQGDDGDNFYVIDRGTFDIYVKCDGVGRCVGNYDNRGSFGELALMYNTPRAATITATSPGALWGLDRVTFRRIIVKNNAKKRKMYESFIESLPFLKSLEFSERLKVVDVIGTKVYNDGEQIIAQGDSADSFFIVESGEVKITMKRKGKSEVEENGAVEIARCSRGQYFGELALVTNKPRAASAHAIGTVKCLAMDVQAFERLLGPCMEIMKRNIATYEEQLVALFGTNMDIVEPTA
Tat export inh: blocks Tat-dependent protein export in E. coli; E. coli MC4100 TorA-mCherry Tat export, fluorescence; inhibition, % at 10 µM; 340,000 compounds, 0.036% hits; AID 488895;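 active means mean replicate inhibition at least 50% and at least half of replicates individually reaching 50%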;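 further: exported cargo escapes ClpAP degradation while cytoplasmic cargo is degraded and loses fluorescence; 0% = median of neutral control wells and 100% = median of NaSCN control wells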
DAGLB inhibitor: blocks human DAGLB lipase activity; Q8NCG7; HEK293T DAGLB membrane lysate, EnzChek fluorogenic substrate; inhibition, % at 5.17 µM; 340,000 compounds, 0.059% hits; AID 504411; in the data active means inhibition above about 34%;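 further: 0% = enzyme with vehicle and 100% = wells lacking enzyme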
HTR5A inv ctr: counter-screen for OPRM1-OPRD1 inverse agonists: human HTR5A inverse agonism; inhibition, % at 9.3 µM; HTR5A cell line, luminescence; 340,000 compounds, 0.083% hits; in the data active means inhibition mostly above about 23%, no sharp cut-off; inactive means mostly below about 18%;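 further: 0% = cells with DMSO and 100% = no-cell wells with DMSO; some compounds called inactive have numbers as strong as hits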
AddAB inh: less growth of phage-infected E. coli with AddAB | E. coli expressing H. pylori AddAB, absorbance growth | inhibition, % at 11.9 µM | 330,000 compounds, 0.29% hits | AID 435030; in the data active means inhibition above about 12%;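 further: 0% = vehicle wells of infected cells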
PKA-R1A act: PKA-R1A complex activation. activation, % at 11.4 µM. PKA-R1A dissociation, Cy5-IP20 fluorescence polarization; scaled: DMSO 0%, 113 µM cGMP 100%. AID 504707. P00514+P68181. 340,000 compounds, 0.083% hits;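 active means percent activation above the mean of all tested compounds plus 3 SD, cut at about 19% in these data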;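 further: higher means more PKAc released from R1A so a rise in polarization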
CDK5 inh: blocks human CDK5/p35 kinase activity. Q00535+Q15078. Recombinant CDK5/p35, ADP-Glo luminescence, 60 min. inhibition, % at 10 µM. 330,000 compounds, 0.01% hits;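 active means highest replicate inhibition of at least 50% and at least 75% of replicates reaching 50%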;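 further: plate controls were DMSO neutral control for no effect and GW8510 at 10 µM for full effect; many of its hits are not listed in these tables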
Ecoli viability: bacterial growth inhibition, counter-screen for AddAB inhibitors | inhibition, % at 11.9 µM | E. coli V3065 growth, OD600 absorbance, 18 h | 330,000 compounds, 0.27% hits;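 active means inhibition above the campaign's mean inhibition across all tested compounds plus 3 SD, cut at about 9.9% in these data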;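 further: uninfected addAB+ strain grown without phage in ampicillin broth; 0% = DMSO wells and 100% = ciprofloxacin 0.95 µg/ml wells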
phage Ecoli inh: E. coli growth loss with phage present | growth absorbance | inhibition, % at 11.9 µM | 360,000 compounds, 0.26% hits; in the data active means inhibition above about 11%
Mot1-301 SUMO: SUMOylation pathway inhibition by Mot1-301 growth rescue; S. cerevisiae Mot1-301 growth rescue, ATP luminescence, 38.5C; percent above DMSO median, 100 means doubled; AID 2716; growth rescue, % at 18.8 µM; 320,000 compounds, 1% hits;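 active means every valid replicate shows activation above 250% relative to neutral control wells; inactive means the rest, any valid replicate at or below 250%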;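 further: OY570 slx delta 5 strain wells were the positive control but not used for scaling; some compounds called inactive have numbers as strong as hits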
* = called active by the depositor; · = no result given.

SMILES	HTR5A ag	PKA-R2B act	Tat export inh	DAGLB inhibitor	HTR5A inv ctr	AddAB inh	PKA-R1A act	CDK5 inh	Ecoli viability	phage Ecoli inh	Mot1-301 SUMO
CCOC(=O)C1=C2NC(=O)c3ccccc3N2C(=O)C1	-2.9	2.9	4.6	0.1	21.1	-1.1	-2.2	-0.5	-3.3	2.3	·
O=C(O)Cc1ccc(C(=O)c2ccc(Cl)cc2Cl)s1	-3.2	-7.0	3.1	-3.5	8.8	-1.2	-15.9	-1.4	-1.9	1.7	11.2
Cc1nc(-c2ccc(Cl)cc2)sc1C1(C)CC(c2cccc(F)c2)=NO1 (stereo unspecified)	11.4	-6.1	-1.6	-10.6	-16.1	4.0	2.3	-0.4	-3.2	1.8	-18.4
Cc1ccccc1OCC(=O)Nc1cccc2nsnc12	7.3	-15.1	-9.2	-11.5	18.8	0.3	-16.4	0.7	0.1	1.3	10.5
Cc1cccc(C(=O)OC(C)C(=O)Nc2ccc(S(=O)(=O)Nc3ncccn3)cc2)c1C (stereo unspecified)	4.2	4.1	-1.0	-0.6	-5.8	-0.1	-2.4	-0.3	-0.3	2.0	-3.0
Cc1ccc(C)c(NS(=O)(=O)c2ccc3[nH]c(=O)oc3c2)c1	4.0	2.3	14.3	1.6	0.6	1.2	-8.0	0.9	-2.4	2.1	-14.8
CC(=O)c1cc(-c2ccccc2)n(CC(=O)Nc2cc(C)cc(C)c2)c1C	2.3	-0.9	-5.2	-1.8	-7.9	0.5	-4.9	0.0	-2.1	1.0	0.3
COC(=O)CSc1nnc(CNC(=O)c2cccs2)n1-c1cc(OC)ccc1OC	2.4	-7.9	2.3	-1.2	15.8	1.7	-0.9	0.3	-1.1	·	-1.6
COCCn1c(SCc2ccc(OC)c(F)c2)nnc1-c1ccncc1	-1.4	-6.6	-1.1	-1.3	3.7	-0.8	1.5	0.3	-0.1	0.2	5.0
O=C(O)CCc1nnc(SCC(=O)Nc2ccc(Br)cc2)[nH]c1=O	·	·	-0.4	·	·	2.1	·	0.3	-0.2	4.2	-2.2
CS(=O)(=O)c1ccc([C@@H](O)[C@@H](CF)NC(=O)C(Cl)Cl)cc1	2.9	-5.0	147.1*	0.8	21.2	83.9*	-11.2	0.2	84.5*	84.6*	203.7
CCOC(=O)c1c(C)n(C)c2ccc(OC)c(NC(=O)CN3CCN(Cc4ccccc4)CC3)c12	2.6	-3.8	-2.1	2.0	14.1	4.3	-7.1	0.1	0.0	0.0	·
COc1ccc(C2=Nn3c(nnc3-c3ccncc3)SC2)cc1	-6.7	-1.7	-1.6	0.3	0.2	-0.2	-2.3	-0.7	-0.8	1.7	-9.3
COC(=O)C(=O)/C=C(\O)c1c(C)cc(C)cc1C	0.6	-2.4	-9.7	5.2	-29.2	1.8	6.7	0.4	-1.1	0.1	0.6
Brc1ccc(N=NNc2ccccc2)cc1	0.9	-1.8	-1.7	-4.3	8.2	0.4	3.6	-1.3	1.0	1.1	276.6
Cc1ccc(-c2nnc(Nc3ccc4c(c3)nc(C)n4C)c3ccccc23)cc1	-2.4	5.4	17.9	5.4	15.0	1.0	-3.5	0.6	-1.8	1.8	0.9
COCCCNS(=O)(=O)c1ccc2c(c1)CCN2C(C)=O	-2.3	-5.9	26.0	-1.4	20.8	-0.3	-7.6	-3.4	0.6	2.5	-7.3
O=C(CSc1nc2c(c(=O)[nH]1)CCCC2)Nc1ccc(Cl)cc1F	-0.4	-3.6	3.0	2.6	13.4	1.6	-7.6	0.6	2.2	2.9	-2.3
O=C(Nc1ccccc1)N1CCC(=S)Nc2ccccc21	0.2	-4.3	-3.3	1.4	-3.5	-2.1	4.2	1.1	-2.0	1.2	5.7
O=C(NNC(=S)Nc1ccccc1)c1ccccc1[N+](=O)[O-]	-5.0	-7.6	-4.4	-1.0	13.5	1.7	-0.5	1.6	-0.6	1.4	-2.6
Cc1ccc(NC(=O)COC(=O)CN2C(=O)NC3(CCCC3)C2=O)cc1F	-6.2	2.3	14.8	-7.4	15.2	0.6	5.3	0.3	2.6	0.1	11.0
COc1ccc(CCNC(=O)C2CCCN2C(=O)NC2CCCCC2)cc1OC (stereo unspecified)	-0.4	-21.4	7.9	0.9	4.5	0.7	-1.7	-0.4	-0.5	1.1	-16.0
C=CCNC(=O)C1CCN(S(=O)(=O)c2ccccc2)CC1	-1.9	2.7	-2.3	0.1	6.6	4.5	4.2	-1.6	0.4	4.2	·
COc1ccc(CCNC(=O)C2CCC(=O)N(CCc3ccc(OC)cc3)C2)cc1 (stereo unspecified)	-3.9	1.5	1.1	1.8	6.2	2.7	8.8	-1.4	-0.4	2.8	10.9
Nc1ccc2c(C(F)(F)F)cc(=O)oc2c1	1.5	-5.8	2.3	-3.4	-27.4	-0.3	5.8	1.1	-1.6	-1.2	·
(further entries)
SMILES	HTR5A ag	PKA-R2B act	Tat export inh	DAGLB inhibitor	HTR5A inv ctr	AddAB inh	PKA-R1A act	CDK5 inh	Ecoli viability	phage Ecoli inh	Mot1-301 SUMO
Cc1nn(-c2ccccc2)c(C)c1/C=N/n1c(-c2ccccc2Br)n[nH]c1=S	-6.0	4.0	-2.9	-1.1	15.5	1.6	-10.4	2.0	-1.3	-1.3	3.0
CC1CCCCC1NC(=O)C1CCN(S(=O)(=O)N2CCOCC2)CC1 (stereo unspecified)	1.4	13.4	4.0	0.2	-13.7	1.3	2.7	0.3	-0.2	2.6	76.5
O=C(COC(=O)C1CCN(c2ccc(C(F)(F)F)cn2)CC1)c1ccc(F)cc1	2.6	-3.7	4.5	-1.8	-5.7	-0.9	3.5	-1.3	0.3	0.7	1.3
CN(CC(=O)NCc1ccncc1)S(=O)(=O)c1ccc2ccccc2c1	-1.9	4.6	1.3	-0.6	4.9	-2.4	-5.1	-0.6	0.4	5.5	-0.5
CC(C)(C)c1ccc(C(=O)Nc2ccccc2C(=O)NCCN2CCOCC2)cc1	1.4	-0.3	-6.6	2.3	-5.4	2.7	-1.5	-2.4	-0.1	2.5	23.0
O=C(c1ccco1)N1CCN(Cc2cccc([N+](=O)[O-])c2)CC1	-1.7	-10.6	3.0	-1.3	-40.9	2.3	-3.1	-2.7	-0.6	0.1	1.1
c1ccc(CN(CCN2CCOCC2)Cc2ccccc2)cc1	5.0	0.9	8.2	0.1	-20.4	·	7.3	0.5	·	0.4	·
FC(F)(F)c1cccc(Cc2noc(CN3C[C@@H]4CCC[C@H]3C4)n2)c1	7.3	1.1	-0.8	-5.1	-23.8	-1.5	2.4	-3.3	-0.6	5.8	140.9
CC(C)(C)OC(=O)CN1C(=O)NC(Cc2c[nH]c3ccccc23)C1=O (stereo unspecified)	-2.2	1.6	0.3	-0.2	8.6	-0.1	-7.6	-0.7	1.1	1.7	-8.1
Cc1cc(C)cc(NC(=O)C(NCC2CCCO2)c2ccccc2)c1 (stereo unspecified)	-0.8	-3.0	-3.5	-3.3	2.2	0.3	10.0	0.8	0.7	3.1	-7.3
CC(=C/c1ccccc1)/C=N/n1c(-c2ccco2)n[nH]c1=S	0.9	-2.9	-3.3	0.9	-2.5	1.6	-1.6	0.0	-1.7	1.6	-16.0
Cc1cc(NC(=O)COC(=O)C2CCN(S(=O)(=O)c3ccc(Cl)cc3)CC2)no1	3.5	-8.4	-1.4	-3.5	-35.4	1.7	-3.0	0.2	0.1	-0.1	86.1
NC(=O)C1(N2CCCCC2)CCN(C(=S)Nc2ccc(F)c(Cl)c2)CC1	4.2	-0.3	-26.8	3.1	0.6	4.0	-4.6	-3.3	0.4	3.2	5.1
COc1ccc(NC(=O)C2C3C=CC4(O3)C2C(=O)N(CCCN2CCCCC2)C4C(=O)NC2CCCC(C)C2C)cc1 (stereo unspecified)	2.4	-0.7	-2.2	-2.2	-6.5	2.4	-14.0	0.0	2.1	-0.9	-10.6
Nc1nc(Cl)cc(Oc2ccccc2F)n1	1.9	-11.4	3.1	-2.2	1.4	-2.5	3.2	0.3	0.2	3.1	-1.7
COC(=O)[C@@H](NCc1ccc(B(O)O)cc1)C(C)C	-1.1	2.1	-5.2	-5.5	4.1	·	0.7	0.9	·	3.3	·
C=CCN(CC=C)S(=O)(=O)c1ncn[nH]1	-3.6	-14.8	0.0	-0.4	5.3	3.1	5.2	-0.8	-1.7	3.0	-9.9
CC1=NN(C(=O)c2ccc(C)cc2)C(O)(C(F)(F)OC(F)(F)F)C1 (stereo unspecified)	-0.3	-15.1	-0.6	-11.9	-0.8	3.1	-2.2	-1.5	0.5	3.1	-4.3
COc1cccc(/C=N/NC(=O)c2c(C)nc3ccc(Cl)cn23)c1OC	4.5	-8.7	2.8	1.7	-16.3	-1.5	-6.2	-0.3	0.6	3.0	5.3
COc1ccc(-c2csc3ncnc(N4CCN(C(=O)c5ccco5)CC4)c23)cc1	-1.2	-1.9	5.3	-4.2	3.1	-0.8	3.5	0.2	-1.7	3.2	-5.9
COc1cccc(/C=N/n2c(COc3ccccc3)n[nH]c2=S)c1O	1.9	-14.5	-2.2	2.8	-7.4	-1.0	-3.8	4.7	-1.4	0.8	7.2
NC(=O)CSc1nnc(-c2cccs2)n1-c1ccccc1	2.7	-0.8	4.4	-3.6	-11.6	-1.7	-1.1	1.5	-0.7	3.9	-2.2
O=C(c1ccco1)n1nc(-c2cccnc2)nc1NCc1ccco1	1.2	3.7	-28.2	-1.2	23.6	0.7	14.6	-0.4	3.1	2.6	-10.2
N#Cc1c(NC(=O)CSc2nc(N)cc(=O)[nH]2)sc2c1CCCC2	6.7	-0.9	-9.8	-2.7	-40.9	0.9	2.4	0.2	1.4	3.2	-6.8
COc1ccccc1/C=C1\SC(=S)N(CCC(=O)Nc2nnc(C)s2)C1=O	1.8	8.6	-13.8	0.3	-4.3	5.2	-9.2	-1.5	-0.9	-0.4	4.3
COc1ccc(CCNC(=O)C/C(C)=N/NC(=O)c2ccc(Cl)cc2Cl)cc1OC	4.2	-6.9	-2.3	-0.8	-5.3	3.4	-6.7	·	-2.5	1.3	10.7
C/C(=N\NC(=O)c1c[nH]c2ccccc12)c1ccco1	-7.8	3.1	-13.4	-4.8	3.3	0.5	-1.6	-0.3	1.2	3.7	-14.6

Single records, as listed above. Order of values: HTR5A ag	PKA-R2B act	Tat export inh	DAGLB inhibitor	HTR5A inv ctr	AddAB inh	PKA-R1A act	CDK5 inh	Ecoli viability	phage Ecoli inh	Mot1-301 SUMO
FC(F)(F)c1cccc(Cc2noc(CN3C[C@@H]4CCC[C@H]3C4)n2)c1 across the screens: 7.3	1.1	-0.8	-5.1	-23.8	-1.5	2.4	-3.3	-0.6	5.8	140.9
CC(=C/c1ccccc1)/C=N/n1c(-c2ccco2)n[nH]c1=S across the screens: 0.9	-2.9	-3.3	0.9	-2.5	1.6	-1.6	0.0	-1.7	1.6	-16.0
COc1ccc(CCNC(=O)C/C(C)=N/NC(=O)c2ccc(Cl)cc2Cl)cc1OC across the screens: 4.2	-6.9	-2.3	-0.8	-5.3	3.4	-6.7	·	-2.5	1.3	10.7

Assay outcomes (PubChem BioAssay)
